# Screens as filed in PubChem BioAssay.
# TAAR1 ag: human TAAR1 agonists, primary screen, Fluo-8 calcium fluorescence, CHO RD-HGA16 cells; Trace amine-associated receptor 1 (Homo sapiens), Q96RJ0; vehicle wells 0%, saturating PEA agonist 100%; activation, % at 3 µM; 0.99% of 360,000 active; AID 624467, 2012;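 active = activation above the mean activation of all test compounds in the run plus 3 SD, cut at about 38% in these data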
# Target sequence (Q96RJ0 whole entry, looked up): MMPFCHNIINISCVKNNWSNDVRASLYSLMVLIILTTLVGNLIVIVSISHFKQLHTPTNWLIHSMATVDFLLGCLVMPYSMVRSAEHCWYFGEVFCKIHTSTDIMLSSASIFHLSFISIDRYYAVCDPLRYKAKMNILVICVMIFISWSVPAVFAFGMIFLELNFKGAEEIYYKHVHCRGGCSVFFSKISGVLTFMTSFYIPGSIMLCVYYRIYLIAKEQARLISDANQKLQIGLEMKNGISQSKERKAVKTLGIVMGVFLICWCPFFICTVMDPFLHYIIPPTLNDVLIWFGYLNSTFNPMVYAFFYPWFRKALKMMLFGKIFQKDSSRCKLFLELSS
#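 test system = CHO RD-HGA16 cells carrying human TAAR1 plus Gα16 | schedule = 17-24 h seeding, 75 min 37 °C dye, 30 min RT | compound dosing = 3 µM single concentration | control set = DMSO and PEA EC100 | replicates = n 1 | signal = Fluo-8 fluorescence, 5 s baseline then 140 s kinetic read | measure = percent activation vs PEA EC100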
# M1 ag: human M1 muscarinic receptor agonists, primary screen, Fluo-8 calcium fluorescence, CHO-K1 cells, HTS; Muscarinic acetylcholine receptor M1 (Homo sapiens), P11229; CHO-K1 hM1, agonist mode; 0% DMSO, 100% acetylcholine EC100; activation, % at 3 µM; 0.33% of 360,000 active; AID 588814, 2011;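 active = activation above the run's mean compound activation plus 3 SD, cut at about 16% in these data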;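 note: peak over basal fluorescence ratio within a 140 s kinetic read after compound addition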
# Target sequence (P11229 whole entry, looked up): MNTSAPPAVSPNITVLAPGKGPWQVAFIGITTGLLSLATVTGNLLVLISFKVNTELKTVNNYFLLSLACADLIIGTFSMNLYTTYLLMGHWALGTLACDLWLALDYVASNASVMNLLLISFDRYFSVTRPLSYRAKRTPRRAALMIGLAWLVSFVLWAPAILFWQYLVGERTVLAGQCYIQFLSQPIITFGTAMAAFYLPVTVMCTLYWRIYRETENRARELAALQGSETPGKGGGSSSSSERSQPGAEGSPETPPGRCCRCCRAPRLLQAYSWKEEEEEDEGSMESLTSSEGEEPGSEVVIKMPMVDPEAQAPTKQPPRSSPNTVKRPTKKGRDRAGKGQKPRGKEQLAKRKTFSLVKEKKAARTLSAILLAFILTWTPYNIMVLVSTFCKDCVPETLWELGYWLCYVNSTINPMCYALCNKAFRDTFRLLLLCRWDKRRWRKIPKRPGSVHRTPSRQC
# M1 antag: human M1 muscarinic receptor antagonists, primary screen, CHO-K1 cells, Fluo-8 calcium fluorescence, 1536-well; CHO-K1 hM1, ACh EC80 antagonist; inhibition, % at 3 µM; 1.3% of 360,000 active;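 active = percent inhibition above its own plate's cutoff, namely the mean of that plate's compound wells plus 3 SD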;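 note: peak over basal fluorescence ratio during 140 s after agonist addition; 0% = ACh EC80 plus DMSO and 100% = DMSO alone without agonist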
# OXTR potentiator: human OXTR potentiators, primary screen, fluorescence, CHO-OTR cells, Fluo-8 calcium | Oxytocin receptor (Homo sapiens), P30559 | Fluo-8 calcium fluorescence, potentiator mode; 0% = oxytocin EC15, 100% = EC100 | activation, % at 3 µM | 0.061% of 320,000 active;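 active = activation above that plate's cutoff, the mean activation of tested compounds plus 3 SD, cut at about 6.6% in these data, passing the limit was not always enough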;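 note: 100% uses oxytocin at 75 nM as the full agonist control; some results filed as inactive read as strong as hits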
#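 test system = CHO-OTR cells, human receptor | compound = single-point 3.0 µM | schedule = 6 min compound pre-incubation at room temperature, 100 s kinetic read | signal = Fluo-8 no-wash calcium dye fluorescence, excitation 470-495 nm, emission 515-575 nm | repeats = single well per compound, singlicate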
# CHO-K1 Ca antag: nonselective inhibitor or artifact in parental CHO-K1 cells; inhibition, % at 3 µM; 0.6% of 360,000 active; AID 602250; ATP-induced calcium, Fluo-8 fluorescence;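 active = inhibition above a per-plate cutoff, the plate's mean sample inhibition plus 3 SD, cut at about 24% in these data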;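 note: 0% = DMSO plus EC80 ATP and 100% = DMSO alone without ATP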
# M1 PAM parental: nonselective calcium activators in parental CHO-K1 cells, primary screen, counter-screen for M1 PAM project, cell-based, Fluo-8 calcium fluorescence, full deck, 1536-well. 0.02% of 360,000 active. ATP EC20; 0% at ATP EC20, 100% at ATP max. activation, % at 3 µM;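 active = activation above the run cutoff, the mean activation of all test compounds plus 3 SD, cut at about 40% in these data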;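 note: peak over basal fluorescence ratio in a 140 s read after ATP addition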
# TAAR1 antag: human TAAR1 antagonists, primary screen, Fluo-8 calcium fluorescence, CHO RD-HGA16 cells | Trace amine-associated receptor 1 (Homo sapiens), Q96RJ0 | 1.5% of 360,000 active | AID 624466, 2012 | inhibition, % at 3 µM | antagonist;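 active = inhibition above a per-plate cutoff, the mean inhibition of test compounds on that plate plus 3 SD, cut at about 49% in these data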;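 note: 0% = DMSO plus EC80 beta-PEA response and 100% = DMSO alone without agonist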
#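 Material: RD-HGA16 CHO cells with stable hTAAR1 and Gα16; Dosing: single nominal final test compound concentration of 3 µM; Schedule: seeding 17-24 h prior, 75-min 37 °C, 30-min RT dye loading; Detection: kinetic Fluo-8 calcium fluorescence measurement; Measure: % inhibition from peak post-agonist over basal fluorescence ratio; Benchmarks: vehicle and agonist controls.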
# CHO-K1 Ca ag: counter-screen for M1 agonists: effect in parental CHO-K1 cells; AID 602248, 2012; Fluo-8 calcium fluorescence; scaled to maximal ATP response, vehicle zero; 0.48% of 360,000 active; activation, % at 3 µM; in the data active = activation above about 15%;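 note: untransfected CHO-K1 host cells lacking M1 receptor as counterscreen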
# CHO parental Ca: ATP-evoked calcium signal inhibitors, parental CHO, primary screen, counter-screen for OX1R antagonist project, cell-based, fluorescence, Fluo-8 calcium dye; 0.63% of 330,000 active; inhibition, % at 5.6 µM; parental CHO-K1, ATP-induced calcium, Fluo-8 fluorescence; AID 463079, 2010;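 active = inhibition above that plate's mean sample inhibition plus 3 SD, cut at about 26% in these data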;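 note: 0% = ATP-challenged DMSO wells and 100% = DMSO wells without ATP; some compounds past the cut are filed as inactive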
#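 Test system: parental CHO cells; detection: calcium-sensitive Fluo-8 fluorescence; evaluation: percent inhibition of calcium signal; also added: ATP as calcium-mobilizing challenge; repeats: one well per compound; control set: ATP-challenged DMSO wells low, unchallenged DMSO wells high; compound: single nominal dose of 5.6 µM per compound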
# * hit, by the source's call; · = no result given.
SMILES,TAAR1 ag,M1 ag,M1 antag,OXTR potentiator,CHO-K1 Ca antag,M1 PAM parental,TAAR1 antag,CHO-K1 Ca ag,CHO parental Ca
Cc1oc(C(=O)O)cc1CSCc1cc(C(=O)O)c(C)o1,13,-3,-7,1,-13,15,6,1.2,0
CCN(CC)S(=O)(=O)c1ccc(N2CCOCC2)c(NC(=O)COc2ccc(Cl)cc2)c1,-2,-3,-7,-1,-9,6,-6,0.5,-13
Cc1cc(S(=O)(=O)Nc2cccc(Cl)c2)c(C)s1,40*,-13,-6,-10,-8,24,12,-0.2,-4
COc1ccccc1NC(=O)COc1ccccc1,3,0,10,1,-1,9,3,0.1,-1
Cc1ccc2c(c1)C(=C(C#N)C#N)C(=O)N2CCN1CCCCC1,0,-7,11,-7,-8,8,-6,0.6,-16
Cc1nc2nc(C)c(CCC(=O)NCCC3=CCCCC3)c(C)n2n1,1,-4,-8,2,-4,24,4,1.0,-1
COC(=O)c1ccccc1C(=O)N1CCCC(C(=O)c2cc(F)ccc2F)C1 (stereo not drawn),0,-6,-5,0,-7,21,-11,1.5,-21
Cc1nc2sc3c(NCc4ccco4)ncnc3c2c2c1COC(C)(C)C2,0,-4,-4,-6,-11,12,-17,0.8,-23
O=C(COc1c(CO)cc(Br)cc1CO)NC1CCCc2ccccc21 (stereo not drawn),7,7,-5,-11,-11,14,-1,5.9,-8
CCC(C)N(C(=O)CSc1nnc(COc2ccccc2F)n1N)C1CCS(=O)(=O)C1 (stereo not drawn),4,-3,-12,-1,-7,2,13,1.1,-4
CCOc1cccc(-c2nc(C(N)=O)c3[nH]c(=O)n(-c4cccc(Cl)c4)c3n2)c1O,1,-4,-8,-3,2,5,-5,0.2,-4
C/C(=N\Nc1c(Cl)c(Cl)nc(C(=O)O)c1Cl)c1ccc(O)cc1,1,-6,-4,-5,0,-24,-5,-0.4,6
COc1ccc2nc(SCC(=O)Nc3cc(C)on3)[nH]c2c1,4,0,-4,-3,-42,5,-4,0.1,-14
COc1ccc(-c2nc3c(Cl)cc(C(F)(F)F)cn3c2Cc2ccc(C)cc2)cc1OC,-1,-3,-17,·,-15,8,-15,0.5,·
COc1ccc(S(=O)(=O)N2CCN(S(=O)(=O)c3ccc(C(F)(F)F)cc3)CC2)cc1C,4,-2,-21,-2,-9,18,-15,0.3,-2
COc1ccccc1NC(=O)c1ccccc1SCC(=O)N1CCCC1,0,-1,16,·,-8,19,2,0.7,·
CCC(Cc1ccccc1)NC(=O)c1ccc2nc(N3CCOCC3)sc2c1 (stereo not drawn),2,-4,-5,-10,0,9,-4,1.1,-10
CC(C)c1nc(C(N)=O)c2[nH]c(=O)n(-c3ccc(F)cc3)c2n1,0,0,-16,-3,-9,16,-22,-0.1,-6
CN(c1nnc(N)s1)C1CCCCC1,12,-4,-5,-6,-7,7,-3,0.5,-7
COC(=O)COc1c(/C=C\c2nc(O)c([N+](=O)[O-])c(=O)[nH]2)cccc1OC,5,-1,-7,-6,1,13,-3,0.3,2
NS(=O)(=O)c1cnccc1Oc1cccc(Cl)c1,1,-3,-4,-1,-4,22,-19,1.2,11
Cc1cccc(C)c1NC(=O)COC(=O)c1c2c(nc3ccccc13)/C(=C\c1ccc3c(c1)OCO3)CCC2,26,42*,32,-5,28*,-3,53*,41*,38
N=C(N)n1c(N)nc2ccccc2c1=O,4,-1,-18,-8,-10,2,-20,0.4,-2
S=C(Nc1ccccc1Cl)NC1CC2CCCC(C1)N2C1CC1 (stereo not drawn),4,-16,-3,-7,-5,-1,10,-0.2,-8
COc1ccc(C(=O)N2CCN(c3nc(C4CC4)nc4sc(C)c(C)c34)CC2)cc1,2,-6,-2,-4,-12,-4,3,-0.6,-43
CCS(=O)(=O)c1nc2ccccc2n1Cc1ccccn1,2,-3,0,-7,-6,9,-10,3.3,-2
COc1ccc(C2NC(=O)NC(C)=C2[N+](=O)[O-])cc1OC (stereo not drawn),2,-2,11,-4,-9,-4,-20,0.7,9
COC(=O)CCn1nnc(-c2ccc(C(C)C)cc2)n1,4,-2,1,1,0,9,6,0.0,3
CN1CCN(C(=O)c2ccccc2NS(=O)(=O)c2ccc(F)cc2)CC1,3,-5,0,-4,-13,0,-9,-0.1,-6
CC1CCC(NC(=O)CSc2nnnn2C)CC1 (stereo not drawn),0,-4,0,-3,-4,-3,4,0.4,2
COc1cc(/C=N/NC(=O)c2c(C)nc3ccc(Cl)cn23)cc(OC)c1OC,2,0,-15,·,-12,10,-25,2.6,·
COc1ccc(NC(=O)CSCC(=O)NC2(C)CCS(=O)(=O)C2)cc1 (stereo not drawn),1,-3,1,-4,-20,15,-9,1.4,-6
Cc1ccc(NC(=O)c2oc3c(c2C)C(=O)CC(C)(C)C3)cc1,12,-7,-13,2,-13,24,6,0.8,-1
CC1CN(C(=O)CN2C(=O)NC3(CCCCCC3)C2=O)CC(C)O1 (stereo not drawn),1,-5,-2,-7,-3,20,4,0.4,-10
COc1ccccc1NS(=O)(=O)c1cc(C(=O)Nc2ccc(S(=O)(=O)Nc3onc(C)c3C)cc2)ccc1C,3,-7,-7,·,-4,3,-1,-0.1,·
O=C(Nc1ccccc1N1CCCCC1)C1CC(=O)N(c2ccccc2F)C1 (stereo not drawn),6,-5,-11,-1,-5,12,-10,1.4,-10
O=C(O)c1ccc2c(c1)S(=O)(=O)c1cc(Cl)ccc1C2=O,6,-5,-13,-1,-12,17,-1,0.5,-8
CC(=O)N(CN1C(=O)C2C3C=CC(C3)C2C1=O)c1cccc(Cl)c1 (stereo not drawn),5,-5,-2,-8,-15,20,22,0.6,-3
O=C(CSc1ccc(Cl)cc1)Nc1ccc(C2SCCS2)cc1,1,-3,9,-6,-14,15,7,4.9,3
Cc1[nH]c2ccccc2c1SCC(=O)N1CCCc2ccccc21,1,-5,-6,-9,-1,8,35,2.5,-3
CCCCn1c(N)c(N(CC(C)C)C(=O)c2cc(=O)[nH]c3ccccc23)c(=O)[nH]c1=O,4,-1,-6,1,-6,6,-19,0.3,-7
Cc1cc(C)c2c(N)c(C(=O)c3ccc(Cl)cc3)sc2n1,7,-4,-1,-11,-5,14,5,3.1,-10
COC(=O)C1CCN(C(=O)Cn2nnc(-c3ccccc3)n2)CC1,0,0,-19,3,-9,21,4,0.9,0
O=C(CNC(=O)N1CC(=O)Nc2ccccc21)NCCc1cccc(F)c1,0,0,-11,-16,-1,-4,1,0.1,8
CCN(Cc1ccccc1)C(=O)CSc1nncn1C,1,-4,6,-10,-4,-6,-37,3.7,-3
NNS(=O)(=O)c1ccc(N2CCCC2=O)c([N+](=O)[O-])c1,8,-3,-6,-10,-6,10,-14,0.5,3
O=C(Cc1ccsc1)NNC(=O)c1cccc(Cl)c1,3,3,-10,-1,0,11,-10,-0.1,-1
COc1ccc(-c2ccc3c(N)c(C(=O)c4ccc(OC)c(OC)c4)sc3n2)cc1,9,-3,16,-2,-3,14,19,1.7,-8
CCCCOC(=O)Nc1cc(Cl)ccc1C,4,-6,-10,-16,-8,18,-2,-0.2,11
CCCCCC(=O)Nc1nc(C)c(-c2csc(Nc3cc(Cl)ccc3C)n2)s1,3,-8,-9,-7,-9,8,-11,0.5,-22

# Continued.
SMILES,TAAR1 ag,M1 ag,M1 antag,OXTR potentiator,CHO-K1 Ca antag,M1 PAM parental,TAAR1 antag,CHO-K1 Ca ag,CHO parental Ca
CCOC(=O)c1csc(NC(=O)c2ccc(S(=O)(=O)N(CC)CC)cc2)n1,4,-2,-5,-2,-10,14,-10,15*,-6
COc1ccc(Oc2ccc(N/C=C/C(=O)C(C)(C)C)cc2)cc1,1,-5,13,-5,3,-3,-19,0.1,-1
O=C(O)c1ccc(NS(=O)(=O)c2cc(Cl)sc2Cl)cc1,1,-3,-13,-4,-21,14,3,1.3,0
O=C(NCC(=O)N(c1ccccc1F)C(C(=O)NC1CCCC1)c1ccco1)c1ccco1 (stereo not drawn),9,-3,1,1,9,14,1,2.1,-19
N#Cc1c(N)nc2c(c1N)CC(CO)O2 (stereo not drawn),4,-2,3,-28,-10,3,2,0.3,-10
Cc1csc(NC(=O)C(C)Oc2ccc(Cl)cc2C)n1 (stereo not drawn),2,-6,-2,-2,-19,12,-15,0.8,-31
COc1ccc(OC)c(C2C(C(N)=O)=C(C)Nc3nc(CCCO)nn32)c1 (stereo not drawn),0,-1,15,-7,10,7,5,-0.4,10
CC(=O)OC(C(=O)N1CCN(c2ccc(F)cc2)CC1)c1ccccc1 (stereo not drawn),7,-2,-16,-10,9,2,-1,0.1,1
O=C(O)c1ccc2c(c1Sc1ccccc1)C(=O)c1ccccc1C2=O,-1,·,·,-10,·,·,-5,·,-9
O=S(=O)(Cc1ccccc1)Nc1ccc(F)cc1,-1,-6,-2,·,-8,15,11,0.7,·

# Structures listed so far that have a cyano group:
SMILES,TAAR1 ag,M1 ag,M1 antag,OXTR potentiator,CHO-K1 Ca antag,M1 PAM parental,TAAR1 antag,CHO-K1 Ca ag,CHO parental Ca
Cc1ccc2c(c1)C(=C(C#N)C#N)C(=O)N2CCN1CCCCC1,0,-7,11,-7,-8,8,-6,0.6,-16
N#Cc1c(N)nc2c(c1N)CC(CO)O2 (stereo not drawn),4,-2,3,-28,-10,3,2,0.3,-10

# Entries listed above shown as hits in M1 ag.
Compound	M1 ag	M1 antag	OXTR potentiator
Cc1cccc(C)c1NC(=O)COC(=O)c1c2c(nc3ccccc13)/C(=C\c1ccc3c(c1)OCO3)CCC2	42*	32	-5

# (list continues)
SMILES,TAAR1 ag,M1 ag,M1 antag,OXTR potentiator,CHO-K1 Ca antag,M1 PAM parental,TAAR1 antag,CHO-K1 Ca ag,CHO parental Ca
CCc1ccc2oc(=O)cc(CN3CCC(C)CC3)c2c1,10,-2,2,-12,-8,6,-2,13,-7
O=C(c1ccccc1)c1ccc(Sc2ccc([N+](=O)[O-])cc2)cc1,0,-3,-13,-9,-7,23,30,0.4,6
CN(C)CCn1cnc2c1c(=O)n(C)c(=O)n2C,5,-3,-12,-4,-2,2,-10,0.4,-9
CCOC(=O)CNc1nc(Cl)nc(Nc2ccc(OC)cc2OC)n1,-1,-1,-24,-4,-6,15,10,0.4,-17
O=C(NCC(=O)N1CCCCCCC1)c1ccc(Cl)cc1,0,3,-5,-4,-12,18,9,-0.1,-17
